# From PubChem BioAssay
# UBC13 inh: blocks human UBC13 polyubiquitin chain formation | P61088 | hit rate 0.47% among 330,000 | AID 485273 | inhibition, % at 20 µM | TR-FRET; in the data active = inhibition above about 45%, passing the limit was not always enough; inconclusive = no clear call, values can overlap the other calls
# Target sequence (P61088 whole entry, looked up): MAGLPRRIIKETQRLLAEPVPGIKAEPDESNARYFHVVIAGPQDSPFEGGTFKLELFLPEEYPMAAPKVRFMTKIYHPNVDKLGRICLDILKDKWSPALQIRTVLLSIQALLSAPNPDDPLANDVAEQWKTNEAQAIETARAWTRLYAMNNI
# EBI2 block: EBI2 (human) antagonism; P32249; EBI2 beta-arrestin recruitment, luminescence, 7a,25-OHC stimulated; inhibition, % at 5 µM; hit rate 0.81% among 360,000; AID 651636; in the data active = inhibition above about 38%;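 also: enzyme fragment complementation signal reports receptor beta-arrestin coupling in cells; 0% = agonist plus DMSO wells and 100% = wells without agonist; some results beyond the cut were filed as inactive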
# APJ antagonist: blocks the human apelin receptor APJ. P35414. inhibition, % at 20 µM. AID 2521. CHO-K1 APJ beta-arrestin complementation, luminescence. hit rate 0.32% among 330,000;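 active = inhibition above about 40% at 20 µM, limit read from the data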;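 also: cells challenged with 10 nM apelin-13 agonist together with compound; plate controls were apelin-13 plus DMSO wells for no effect and DMSO wells lacking apelin-13 for full effect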
# CXCR6 inh: CXCR6 (human) receptor inhibition | CHO-K1 PathHunter CXCR6 beta-arrestin, luminescence | inhibition, % at 20 µM | hit rate 0.36% among 360,000; in the data active = inhibition above about 34%, passing the limit was not always enough;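 also: antagonist mode with CXCL16 agonist at 10 nM final; 0% = 10 nM CXCL16 with DMSO and 100% = unstimulated wells without agonist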
# CCR6 antagonist: blocks CCL20-driven beta-arrestin recruitment at human CCR6; hit rate 0.49% among 340,000; CHO-K1 CCR6 PathHunter beta-arrestin, luminescence, CCL20-stimulated; inhibition, % at 20 µM;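 active = compounds whose inhibition of the agonist-driven luminescence signal at 20 µM reaches about 50%, limit read from the data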;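 also: cells stimulated with CCL20 at 14 nM final; plate controls were DMSO with CCL20 for no effect and DMSO without agonist for full effect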
# Target sequence (P51684 whole entry, looked up): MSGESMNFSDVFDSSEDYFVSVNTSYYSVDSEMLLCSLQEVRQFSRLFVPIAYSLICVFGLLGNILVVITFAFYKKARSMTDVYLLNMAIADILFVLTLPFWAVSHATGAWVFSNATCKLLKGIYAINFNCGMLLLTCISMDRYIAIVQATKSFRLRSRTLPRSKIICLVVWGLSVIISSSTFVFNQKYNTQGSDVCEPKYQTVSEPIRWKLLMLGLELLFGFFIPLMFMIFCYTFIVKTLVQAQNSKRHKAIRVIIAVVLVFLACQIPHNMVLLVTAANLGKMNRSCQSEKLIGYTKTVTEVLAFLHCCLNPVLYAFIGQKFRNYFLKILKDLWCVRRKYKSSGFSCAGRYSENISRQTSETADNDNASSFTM
# Gli-Sufu block: antagonists of Gli-Sufu signaling; hit rate 0.74% among 340,000; Sufu-KO-LIGHT fibroblasts, Gli luciferase reporter luminescence; inhibition, % at 5 µM;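 active = inhibition above about 55%, limit read from the data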;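 also: 0% = DMSO-treated cells and 100% = wells with medium but no cells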
# APJ agonist: agonists of human APJ apelin receptor; hit rate 0.11% among 330,000; P35414; activation, % at 20 µM; CHO-K1 APJ PathHunter beta-arrestin, luminescence; 0% DMSO wells, 100% apelin;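 active = activation more than six SD over the plate average, tested at 20 µM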;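 also: 0% = DMSO alone and 100% = apelin-13 at 10 nM; some results filed as inactive read as strong as hits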
#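 Material: CHO-K1 APJ beta-arrestin complementation cell line; Input: cell density 1000 per well; Incubation: compound stimulation 90 min at 25 °C, detection 60 min; Signal: luminescence from split beta-galactosidase complementation, Galacton Star/Emerald II substrate; Controls: DMSO-only wells as negative, 10 nM Apelin-13 as positive control.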
# ATG4B inh: blocks human ATG4B protease cleavage of LC3 substrate; inhibition, % at 8.33 µM; ATG4B cleavage of LC3-PLA2, NBD-HPC fluorescence, 1 h; hit rate 0.51% among 340,000; in the data active = inhibition above about 40%
# Target sequence (Q9Y4P1 whole entry, looked up): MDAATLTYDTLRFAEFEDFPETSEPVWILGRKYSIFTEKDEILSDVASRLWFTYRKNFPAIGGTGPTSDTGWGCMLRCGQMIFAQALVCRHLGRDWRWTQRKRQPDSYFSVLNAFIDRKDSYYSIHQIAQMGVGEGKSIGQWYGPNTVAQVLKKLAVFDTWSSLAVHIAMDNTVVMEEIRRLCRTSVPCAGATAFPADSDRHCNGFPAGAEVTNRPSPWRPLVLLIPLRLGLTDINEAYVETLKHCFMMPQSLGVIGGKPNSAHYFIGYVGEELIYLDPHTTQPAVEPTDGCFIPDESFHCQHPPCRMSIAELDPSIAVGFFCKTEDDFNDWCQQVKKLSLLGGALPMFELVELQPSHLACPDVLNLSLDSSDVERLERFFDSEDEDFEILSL
# * = called active by the depositor; ? = inconclusive; nt = no result given. This is a random part of the collection; any-hit rate near 3%.
structure	UBC13 inh	EBI2 block	APJ antagonist	CXCR6 inh	CCR6 antagonist	Gli-Sufu block	APJ agonist	ATG4B inh
CCOC(=O)c1cc(-c2nnc(-c3ccc(Oc4ccccc4)cc3)o2)c(C)nc1C	-3	15	18	-1	-13	29	-4	8
CC(C)(C)NC(=O)Cn1c(=O)oc2cc(S(=O)(=O)N3CCc4ccccc43)ccc21	2	0	1	3	-10	8	0	-8
COC(=O)c1ccccc1NC(=O)N[C@@H](C)C(=O)OC	0	-6	-13	0	10	3	2	-4
CCCN1CCC(=O)N([C@H](CN=[N+]=[N-])Cc2ccccc2)CC1	16	5	-32	-6	3	24	2	0
O=C(Nc1ccc2c(c1)CCC2)c1cc(F)cc(F)c1	6	13	-12	-8	7	-65	-2	-6
O=C(NC(=S)N1CCN(c2ccc(O)cc2)CC1)c1cccs1	11	-1	-20	-3	-6	21	0	-5
CC(=O)Nc1ccc(S(=O)(=O)N2CCC(C(=O)NCCC(=O)Nc3nccs3)CC2)cc1	0	-3	11	2	1	0	1	-1
COc1ccc(NC(=O)c2ccc(C)cc2)c[n+]1[O-]	nt	-12	nt	0	-3	-2	nt	3
Cc1cc(NC(=O)CCC(=O)N(CC(=O)NC2CCCC2)c2ccc(C(C)C)cc2)no1	0	-2	8	-5	6	3	0	-6
O=C(N[C@@H]1C[C@H]2CC[C@@H]1C2)c1ccco1	-3	-5	-8	2	4	1	-1	6
Clc1cc(Br)ccc1OCCn1ccnc1	10	-9	-10	-3	10	8	-2	-11
Cc1cccc(-n2c(C)n[nH]c2=S)c1C	-6	6	0	-6	-8	-9	7	-11
Cc1cc(C)n(CC(=O)NNC(=O)c2ccc(OC(F)(F)F)cc2)n1	12	3	-5	1	9	0	-1	5
O=C(Cc1cccc(NC(=O)C2CCCN(C(=O)CCc3ccccc3)C2)c1)Nc1cccc(C(=O)N2CCOCC2)c1 (centres undefined)	nt	-12	nt	4	-2	3	nt	-18
COc1cc(/C=N/NC(=O)c2cc3ccccc3cc2O)ccc1OCCN1CCCCC1	23	-4	-11	-12	4	7	3	-2
CCOC(=O)CSCc1cn2cc(Cl)ccc2n1	-5	-9	2	-4	2	-22	-1	-1
O=C(NCc1ccc2c(c1)OCO2)C1CCCN(S(=O)(=O)c2cccc3nonc23)C1 (centres undefined)	-18	3	-16	-9	-2	6	2	-10
CC(=O)c1cccc(NC(=O)c2sc3nc4n(c(=O)c3c2C)CCCC4)c1	10	4	14	-9	0	-33	9	-8
CCCn1c2ccccc2c2cnn(CC(=O)NC3CCC(C)CC3)c(=O)c21 (centres undefined)	2	2	23	6	18	3	-1	-2
CCN1CCN(C(=O)CN2C(=O)COc3ccc(S(=O)(=O)N4CCOCC4)cc32)CC1	8	-7	-4	-15	10	-7	-7	-6
COc1ccc(-c2cn(CCO)c(-c3ccc(Cl)nc3)n2)cc1	10	5	2	-17	8	3	6	-6
CCC(Sc1nc2sc(C(=O)OC)c(C)c2c(=O)n1N)C(=O)N(CC)CC (centres undefined)	9	-3	-4	5	3	9	-2	-8
COc1ccc(NC(=O)C2CCN(S(=O)(=O)c3cccc4cccnc34)CC2)cc1OC	1	-5	2	-4	nt	nt	-3	nt
O=C(Nc1cccc(NC(=O)c2sc3ccccc3c2Cl)c1)c1ccco1	5	3	-2	5	2	-11	-3	14
NC(N)=Nc1nc(CSCC/C(N)=N/S(N)(=O)=O)cs1	2	1	-5	-1	-15	-11	-2	-1
O=[N+]([O-])c1cc(C(F)(F)F)ccc1Sc1nccn1Cc1ccccc1	-6	3	-3	-6	-4	-1	5	-1
COc1ccc(OC)c(C(=O)COC(=O)c2cccnc2Cl)c1	-1	-8	-5	-3	7	-3	-2	4
Cc1cc(C)nc(N2CCC(C(=O)O)CC2)n1	3	1	6	-2	7	-6	-4	-7
CCOC(=O)C1=CN(Cc2cccc(-c3cccnc3)c2)S(=O)(=O)N(C)C1C (centres undefined)	nt	14	nt	3	18	0	nt	2
COc1cc(CNC2CCCCC2)c(Br)cc1OC1CCCC1	42	-7	6	2	10	10	0	-4
O=C(CNS(=O)(=O)c1ccc(C(=O)N2CCCCC2)cc1)N1CCCCC1	-2	0	-3	-4	6	6	1	-10
O=C1CC(c2ccc(F)cc2)Cc2nc(N3CCN(c4ccccc4)CC3)ncc21 (centres undefined)	?	22	8	0	13	1	-2	-2
CCCN(CCC)CCNC(=O)c1cc2c(-c3ccccc3F)nn(C)c2s1	23	5	7	-4	9	nt	-1	-11
COc1ccccc1C(=O)NCC(=O)N/N=C/c1ccncc1	-21	2	4	-10	6	nt	-1	11
COC(=O)Cc1cc(=O)[nH]c(/N=C(\N)Nc2ccc(C)cc2C)n1	3	1	4	5	15	13	-2	5
Cc1ccc(-n2c(SCC(=O)O)nc3sc4c(c3c2=O)C(C)CCC4)cc1 (centres undefined)	6	-6	14	3	2	-5	-3	-3
CCc1ccccc1NC(=O)N[C@H](C(=O)O)C(C)C	0	-7	6	-4	-8	0	2	-16
COCCCNC(=O)c1ccc(CS(=O)(=O)c2ccccc2C)o1	4	-3	14	-3	9	-14	-1	-5
CN(C(=O)COC(=O)c1nc(Cl)ccc1Cl)c1ccccc1	1	4	-2	3	8	-5	2	6
C=CC#CC1(O)CC(C)[N+](C)(C)CC1C (centres undefined)	11	12	0	-2	14	40	-3	9
CCNc1nc(C#N)nc2c1ncn2-c1cc(F)cc(F)c1	13	-2	-7	-11	17	19	-2	10
CCN(CCNC(=O)c1ccc2nc(-c3ccccc3NC(C)=O)c(=O)[nH]c2c1)c1ccccc1	-9	3	-33	0	8	-4	1	-15
COCC(=O)Nc1ccc(N2CCOCC2)c(S(=O)(=O)Nc2ccccc2OC)c1	13	5	-1	5	20	-2	-4	-3
CCOC(=O)C(NC(C)=O)(Nc1ccc(S(=O)(=O)Nc2ccncn2)cc1)C(F)(F)F (centres undefined)	4	6	9	3	16	1	-1	10
CC(NC(=O)c1ccc(S(=O)(=O)Nc2ccccc2Cl)cc1)c1ccncc1 (centres undefined)	-13	-4	-4	0	13	1	0	-6
CCOc1ccc(CCNC(=O)c2cc(C)nc3ccccc23)cc1OCC	-3	1	-15	10	2	6	-6	4
COC(=O)c1ccc(CSc2nnc(-c3ccncc3)o2)o1	-6	-9	8	-8	0	-3	-1	0
Cc1cc(NC(=O)CCC(=O)N(Cc2ccco2)C(C(=O)NC2CCCCC2)c2cccs2)no1 (centres undefined)	-12	-1	1	4	12	13	-3	-9
CC1CC(C)CN(C(=O)c2ccc(N3CC4CC(C3)c3cccc(=O)n3C4)c([N+](=O)[O-])c2)C1 (centres undefined)	5	2	-3	8	-1	-1	-3	12
COc1ccccc1NS(=O)(=O)c1cccc2nsnc12	9	-4	-2	4	3	12	-6	0

# Later entries.
structure	UBC13 inh	EBI2 block	APJ antagonist	CXCR6 inh	CCR6 antagonist	Gli-Sufu block	APJ agonist	ATG4B inh
O=C(O)C1(Nc2ccc([N+](=O)[O-])cc2[N+](=O)[O-])CCCC1	nt	-3	nt	-5	15	6	nt	8
CCn1c(SCC(=O)Nc2ccc3c(c2)OCO3)nnc1-c1ccccc1O	0	-17	3	3	4	1	-2	-3
OCc1cn(-c2ccccc2)nc1-c1ccc(-c2nn(-c3ccccc3)cc2CO)cc1	13	-17	-17	-9	-12	0	4	-6
COc1ccc(CC(=O)NCC2CCCN(Cc3ccc(F)c(OC)c3)C2)cc1 (centres undefined)	9	-4	20	4	13	13	-3	12
O=C(CCC1CCCCC1=O)c1ccccc1 (centres undefined)	-10	8	3	6	-1	-4	-1	7
Fc1ccc(CSc2nc3ncccc3[nH]2)cc1	1	1	0	4	10	-45	0	-3
O=C(Cn1cncn1)NCCC(c1ccccc1)c1ccccc1	-3	1	11	-5	-4	-4	-1	-13
CCc1ccc2c(c1)C(c1ccc([N+](=O)[O-])cc1)=NNC(c1ccc(C)cc1)=N2	-13	5	-4	12	12	16	-2	24
COc1ccc(S(=O)(=O)Nc2ccc(Cc3ccncc3)cc2)cc1C	5	2	-9	-3	-4	37	-2	-3
CCNc1nc(OC)nc(Oc2ccc(C(=O)OC)cc2)n1	-11	-7	13	8	11	-3	0	-1
COc1ccc(C(Nc2ccccn2)c2c(NC(=O)c3ccco3)sc(C)c2C)cc1OC (centres undefined)	-3	6	19	3	11	5	-4	-23
Nc1c(C=C2C=CC(=O)C=C2)c(=O)nc2snc(SCc3ccccc3)n12	-17	-4	25	4	11	-14	-5	40*
CC(C)P(=O)(c1cccc(C(=O)O)c1)C(C)C	-4	-6	10	-5	1	-10	-3	0
O=C(CCn1c(=O)sc2ccccc21)NCc1cccs1	0	-3	16	-4	9	2	0	-5
Cc1ccc(S(=O)(=O)N2CCN(C(=O)CC(C)C)CC2)cc1	4	-12	7	-12	-3	5	-1	10
Cn1c(SCC(=O)NC2CCCc3ccccc32)nnc1C1CC1 (centres undefined)	3	3	20	9	8	1	1	-6
O=C(NCCc1ccccc1)c1nnc(CS(=O)(=O)c2ccccc2)o1	-6	3	-7	1	-8	-1	7	-13
CC1(C)CC(=O)C2=C(C1)NC1=C(C(=O)c3ccccc31)C2c1cccnc1 (centres undefined)	?	3	10	4	23	14	-3	1
O=c1[nH]c2ccc(NS(=O)(=O)c3ccc([N+](=O)[O-])cc3)cc2[nH]1	-5	-6	-59	-4	-9	-3	0	4
Cc1ccc(C)c(NC(=O)CSc2c(C)n[nH]c2C)c1	-7	-3	13	-4	1	1	-3	-3
COc1ccccc1NC(=O)CSc1nnc(C)o1	-3	-2	9	-5	-8	-5	-4	-8
Cc1[nH]c2c(C)cccc2c1CCNC(=O)C1CCCCC1C(=O)OCC(F)(F)F (centres undefined)	-14	3	-3	2	5	4	5	-7
CCC(C)(C)NC(=O)C(c1ccc(C)cc1)N(Cc1ccco1)C(=O)CCC(=O)Nc1nccs1 (centres undefined)	-3	-4	6	-11	3	2	-5	-3
CC(C)Cn1c(-c2ccco2)csc1=Nc1cccnc1	-16	5	0	-4	9	2	9	3
Nc1cccc(CCc2nc3ccccc3[nH]2)c1	-12	-14	-2	6	-7	-22	2	-2
CC1=C(C(=O)Nc2ccccc2)C(c2ccc(C)o2)n2c(s/c(=C/c3ccccc3)c2=O)=N1 (centres undefined)	-21	3	26	6	16	6	-2	2
CCN(CC)S(=O)(=O)c1ccc(N2CCCC2)c(NC(=O)Cc2ccccc2)c1	6	11	-5	6	-4	6	-1	-10
CC(Nc1cccc([N+](=O)[O-])c1)C(=O)Nc1ccc(S(=O)(=O)N2CCCC2)cc1 (centres undefined)	-1	7	16	1	20	1	1	-7
CC(C)NC(=O)NS(=O)(=O)c1cnccc1N1CCCCC1	-7	-5	13	-11	-2	3	-2	1
CC(C)c1cc(N2CCOCC2)n2ncc(-c3ccccc3)c2n1	12	12	-2	-15	10	27	-1	-7
COc1ccc([C@@H]2C[C@@H](c3ccccc3)Oc3cc(C)cc(C)c32)cc1	3	11	27	10	14	5	-2	-3

# Given with values under each structure: part of the list above.
# Values run as follows: UBC13 inh | EBI2 block | APJ antagonist | CXCR6 inh | CCR6 antagonist | Gli-Sufu block | APJ agonist | ATG4B inh
CC(Nc1cccc([N+](=O)[O-])c1)C(=O)Nc1ccc(S(=O)(=O)N2CCCC2)cc1 (centres undefined)
→ -1 | 7 | 16 | 1 | 20 | 1 | 1 | -7
CC(C)NC(=O)NS(=O)(=O)c1cnccc1N1CCCCC1
→ -7 | -5 | 13 | -11 | -2 | 3 | -2 | 1
